Bioassay records as filed in PubChem BioAssay.
Myeloid diff MLP: induction of myeloid progenitor differentiation, primary screen, cell-based, flow cytometry, MLPCN library. ER-HoxA9 myeloid progenitors, lysozyme-GFP differentiation. calls only at 10 µM. actives 1% (n = 360,000);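 active = normalized GFP-positive differentiation at or above the plate's own cutoff, the solvent-only control mean plus 3 SD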;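 note: cells exposed to compound for four days before flow analysis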
Ins promoter up: insulin promoter activators in MIN6 cells, imaging, high-content screening, mouse beta cells; MIN6 insulin promoter-GFP reporter; hits give high values; z-score at 5 µM; actives 0.3% (n = 190,000); AID 1625, 2009;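 active = z-score above 3 at 5 µM with at least 500 cells counted in the well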
TNAP activation fold: human TNAP enzyme activators, primary screen, biochemical, luminescent, no phosphate acceptor, uHTS (AID 1001) | Alkaline phosphatase, tissue-nonspecific isozyme (Homo sapiens) | purified TNAP, luminescent activation assay, no phosphate acceptor; higher activation fold means a stronger effect | one-dose activation fold at 20 µM; EC50 in µM for titrated hits | actives 0.03% (n = 200,000); in the data active = activation fold from about 3, or a potency from the dose series; inactive = the rest, 99 in 100 with activation fold below about 1.6; note: many of its hits are not listed in these tables
PMI inhibitors: inhibitors of human PMI, primary screen, biochemical, fluorescence intensity, coupled assay (AID 1209); Mannose-6-phosphate isomerase (Homo sapiens); purified PMI enzyme, coupled fluorescence intensity; higher % means a stronger effect; inhibition, % at 20 µM, or IC50 in µM where a hit was titrated; actives 0.42% (n = 190,000); in the data active = inhibition above about 50%;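 note: plate controls were DMSO vehicle for no effect and wells lacking substrate for full effect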
bCat nuc transl: modulators of beta-catenin nuclear translocation, primary screen, imaging, HeLa cells, immunofluorescence, high-content. actives 0.3% (n = 190,000). nuclear translocation activity, % at 5 µM. AID 1665, 2009;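 active = nuclear translocation activity above 50% at 5 µM, with a well cell count of 50 or more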;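 note: per-cell ratio of nuclear to cytoplasmic median beta-catenin stain intensity; plate controls were DMSO negative control for no effect and GSK-3 inhibitor IX positive control for full effect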
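Signal – beta-catenin immunofluorescence imaging with DAPI · Test system – human HeLa cell line · Dosing – 5 µM primary single dose, 0.1% DMSO, 0.02–20 µM confirmation series · Measure – % activation, nuclear-to-cytoplasmic median beta-catenin signal ratio per cell · Incubation – 24 h compound exposure at 37°C, 5% CO2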
MT stabilizer: microtubule stabilizers in HeLa cells, primary screen, imaging, high-content imaging | actives 0.83% (n = 200,000) | % tubulin-high responders, % at 10 µM | HeLa tubulin immunostaining HCS, 24 h; share of cells brighter than vehicle mean+2SD;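 active = plate Z-score above 3 for both tubulin-high and condensed-nucleus cell shares, with cell loss under 80%, at 10 µM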;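 note: anti alpha tubulin signal scored within the nucleus-defined area of each cell; some results filed as inactive read as strong as hits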
Lipid droplet: inhibitors of hepatocyte lipid droplet formation, primary screen, imaging, high-throughput imaging, BODIPY stain; inhibition, % at 6.5 µM; AML12 mouse hepatocytes, oleate lipid droplets; actives 0.4% (n = 240,000); AID 1656, 2009;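 active = lipid droplet intensity inhibited by at least 50%, with more than 500 cells counted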
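Assay system: AML12 hepatocytes (mouse); Probe or stimulus: oleic acid at 100 µM to induce lipid droplet formation; Dosing: compound at 6.5 µM only; Schedule: compound with oleate, overnight; Detection: fluorescence imaging, 20x objective, two fields per well; Measure: % inhibition of lipid droplet signal.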
T cell HTS: modulators of CD8 T cell-vesicle binding, primary screen, mouse 2C CD8+ T cells, flow cytometry; 2C CD8+ T cell-vesicle binding; hits give low values; AID 2052, 2009; calls only at 7 µM; actives 0.068% (n = 330,000);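 active = response, share of CD8 T cells binding vesicles, and their 90th percentile fluorescence all below set limits, cut at about 80% in these data, passing the limit was not always enough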
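Material: murine 2C transgenic CD8+ T lymphocytes / Also added: QL9-peptide-loaded Drosophila micro-vesicles bearing Ld, ICAM-1 and B7-1 / Schedule: binding step 1.5 h, 37 °C, antibody labelling 20 min, ice / Signal: flow cytometry, PE anti-B7-1 (FL2) versus Alexa647 anti-CD8 (FL8), PFA-fixed / Evaluation: percent CD8+ FL2 mean versus row control / Benchmarks: naked versus QL9-loaded vesicles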
Dynein cargo inh: inhibitors of GR-EGFP nuclear translocation, primary screen, dynein cargo transport inhibitor project, imaging, high-content, 3617.4 mouse cells; test concentration mostly 20 µM; stimulated with dexamethasone, 1 µM; hits give low values; z-score, hits read low; actives 0.47% (n = 220,000); AID 1381, 2008;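 active = plate z-score of nuclear minus cytoplasmic receptor signal below a set negative limit, without overly bright fluorescence or cell loss, cut at about -3.5 in these data, passing the limit was not always enough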;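 note: z-score of nuclear minus cytoplasmic ring GR-EGFP intensity difference per well; some compounds called inactive have numbers as strong as hits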
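medium = tetracycline-free induction medium containing charcoal-stripped FBS | probe or stimulus = dexamethasone, 1.0 µM final | timing = 48 h induction, then 1 h compound, then 30 min agonist, 37 °C | detection = automated 10x imaging of fixed Hoechst-stained cells | read-out basis = nuclear versus cytoplasmic GR-EGFP signal, averaged per well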
Dynein cargo inh cytoplasmic EGFP: second read-out of Dynein cargo inh, no call of its own (marks repeat the call); z-score; measured here: cytoplasmic GR-EGFP intensity; hits give high values
Dynein cargo inh nuclear GR-EGFP: second read-out of Dynein cargo inh, no call of its own (marks repeat the call); z-score; measured here: nuclear GR-EGFP intensity;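 lower value marks the stronger effect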
Dynein cargo inh cell count: also measured in Dynein cargo inh; calls as there; z-score; measured here: cell count per field
Ins promoter up cell count: recorded beside Ins promoter up, whose call it bears; cell count; measured here: cytotoxicity, nuclei count;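 total cells summed across four imaged fields per well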
Lipid droplet cells 6.5 µM: recorded beside Lipid droplet, whose call it bears; cell count; measured here: cell count, cytotoxicity flag;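 cells counted across two imaged fields per well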
bCat nuc transl cell count 5 µM: recorded beside bCat nuc transl, whose call it bears; cell count; measured here: cell count, cytotoxicity flag
T cell HTS vesicle-bound %: also measured in T cell HTS; calls as there; double positive events, %; measured here: CD8+ vesicle-bound cell fraction;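 binding gate set so that unloaded-vesicle control wells show 10% double positive cells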
MT stabilizer Hoechst-high %: further read-out of MT stabilizer, marked with its call; % Hoechst-high responders; measured here: nuclear condensation Hoechst responders;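 share of cells brighter than vehicle mean plus two SD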
MT stabilizer cytotoxicity %: further read-out of MT stabilizer, marked with its call; toxicity, %; measured here: cytotoxicity by cell density;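 0% = mean cell density of plate MIN control wells and 100% = no cells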
Myeloid diff MLP GFP+ MAC1+ %: also measured in Myeloid diff MLP; calls as there; GFP+ MAC1+ double positive, %; measured here: differentiation confirmed by MAC1 staining
Active calls of the source: *; i = inactive; · = no result given; + = active, no number.

SMILES | Myeloid diff MLP | Myeloid diff MLP GFP+ MAC1+ % | Ins promoter up | Ins promoter up cell count | TNAP activation fold | PMI inhibitors | bCat nuc transl | bCat nuc transl cell count 5 µM | MT stabilizer | MT stabilizer Hoechst-high % | MT stabilizer cytotoxicity % | Lipid droplet | Lipid droplet cells 6.5 µM | T cell HTS | T cell HTS vesicle-bound % | Dynein cargo inh | Dynein cargo inh cytoplasmic EGFP | Dynein cargo inh nuclear GR-EGFP | Dynein cargo inh cell count
Cc1scc(C(=O)N/N=C/c2ccc(OC(C)C)cc2)c1C | i | 0.0 | -0.01 | 846 | 1.1 | 12% | -1.9 | 1191 | 1.5 | 0.8 | 9.4 | 1 | 740 | i | 17 | -0.92 | -0.14 | -0.33 | 1.6
O=C(CCS(=O)(=O)c1cccc2nsnc12)NC1CCCCCC1 | i | 0.8 | -0.26 | 1608 | 1.1 | -4% | -0.9 | 1353 | 3.0 | 2.0 | 0.4 | · | · | i | 27 | -0.12 | -0.17 | 0.064 | -1.1
c1ccc2c(c1)N1CCCN=C1N2CCN1CCCCC1 | i | 0.3 | -1.1 | 1341 | 1.1 | -7% | 0.6 | 1592 | 3.1 | 1.3 | 5.7 | -23 | 631 | i | 51 | -0.3 | -0.12 | -0.73 | -0.91
Cc1cccc(-c2nc(=S)c3c(o2)CCCC3)c1 | i | 7.9 | 0.74 | 871 | 1 | 17% | 2.8 | 1116 | 4.0 | 3.1 | 10 | -8 | 798 | i | 11 | 0.42 | -0.24 | 0.54 | 0.69
NC(=O)c1ccc(NC(=O)CSC2=Nc3ccccc3C3CC=NN23)cc1 (stereo not drawn) | i | 0.9 | -0.32 | 888 | 1.2 | -2% | -4.5 | 1205 | 2.1 | 1.4 | 7.4 | -3 | 743 | i | 45 | -4.2* | 0.29* | -2.1* | 1.9*
CCCNC(=O)NCCc1ccncc1 | i | 0.6 | 0.07 | 954 | 0.9 | 8% | -2.7 | 1194 | 0.8 | 1.3 | 7.7 | 7 | 755 | i | 7 | 0.65 | -0.28 | 0.73 | -0.46
CCN(CC)C(=O)N1CCn2c(nc3ccccc32)C1 | i | 1.4 | · | · | 1.1 | -3% | · | · | 3.4 | 1.6 | 4.7 | -6 | 662 | i | 16 | -0.44 | -0.27 | -0.87 | 0.87
C=CCNC(=O)CSc1nnc(-c2ccccn2)n1Cc1ccccc1 | i | 0.7 | 0.84 | 1527 | 1 | 8% | 0.4 | 923 | 1.1 | 0.9 | 3.6 | 0 | 620 | i | 31 | -0.15 | -0.22 | 0.16 | -0.6
Cc1cc(-c2nnc(-c3cccc(Cl)c3)o2)no1 | i | 0.4 | -0.44 | 1347 | · | · | -7.4 | 1247 | · | · | · | 4 | 672 | i | 24 | -0.75 | -0.25 | -0.37 | 0.3
CCc1cccc2c(C(=O)CSc3nnc(-c4ccoc4C)n3C)c[nH]c12 | i | 2.1 | -0.21 | 1299 | 1.1 | 4% | -0.2 | 1482 | 3.5 | 1.5 | 0.4 | · | · | i | 34 | 0.19 | -0.26 | 0.25 | 0.41
O=C(CSc1nccn1-c1ccccc1)NO | i | 0.1 | 0.15 | 1282 | 0.9 | 4% | -0.3 | 1114 | 3.9 | 1.1 | 5.5 | -2 | 692 | i | 23 | -0.0044 | -0.35 | -0.34 | -0.069
COc1cccc(C2CC(c3cccs3)=NN2S(C)(=O)=O)c1 (stereo not drawn) | i | 0.2 | 1.4 | 1483 | 1 | 5% | 5.1 | 675 | 1.9 | 1.9 | 1.6 | -5 | 666 | i | 29 | -0.57 | 0.36 | -0.092 | 0.14
CCCCn1c(/N=C/c2cc(OC)ccc2O)nc2ccccc21 | i | 0.4 | -0.35 | 1108 | 1.1 | 10% | -0.4 | 1113 | 1.3 | 1.4 | 5.9 | · | · | i | 54 | -0.55 | -0.22 | -0.2 | 0.82
O=c1[nH]c(/C=C\c2cccs2)nc(O)c1[N+](=O)[O-] | i | 0.3 | 0.63 | 871 | 0.9 | -23% | 3.8 | 974 | 4.3 | 2.2 | 7.1 | -4 | 692 | i | 61 | 0.58 | -0.29 | 0.23 | -0.58
COc1ccc(C(=O)NC2CCN(C(=S)Nc3ccccc3)CC2)cc1 | i | 0.1 | 0.08 | 1702 | 1.1 | 8% | -3.7 | 988 | 1.6 | 1.3 | 3.7 | 13 | 741 | i | 66 | 0.38 | -0.22 | 0.81 | -0.27
CC(C)(CO)NC(=S)NCc1ccco1 | i | 0.4 | -0.08 | 1320 | · | · | 4.3 | 964 | · | · | · | -10 | 688 | i | 23 | 1.6 | -0.25 | 0.8 | -0.45
COC(CNC(=O)c1ccc2c(c1)ncn2-c1cccc(F)c1)OC | i | 0.5 | -0.19 | 1214 | 1.1 | -5% | 0.0 | 1067 | 3.2 | 2.1 | 4.7 | -1 | 671 | i | 60 | -0.35 | -0.24 | -0.12 | 0.61
COc1cccc(-n2c(SCC(=O)Nc3ccc4c(c3)CCC4)nc3ccccc3c2=O)c1 | i | 1.3 | -0.04 | 1486 | 1.1 | 15% | 2.2 | 1024 | 6.8 | 1.6 | 7.6 | 28 | 581 | i | 33 | 2.4 | 0.1 | 1.9 | -1.9
Cc1nc(-c2nc(-c3c(C(=O)NNC(=O)c4ccc(Cl)cc4)noc3C)cs2)cs1 | i | 0.6 | 0.71 | 1060 | · | · | -0.2 | 1339 | · | · | · | 12 | 668 | i | 27 | -0.81 | -0.24 | -0.042 | 0.65
N#C/C(=C\C1=C(N2CCOCC2)C(=C\c2ccc(Cl)cc2)/CC1)C(=O)Nc1ccccc1F | + | 1.7* | 3.3* | 1277* | 0.5 | -3% | 39 | 543 | 17 | 3.1 | 7.8 | 26 | 675 | i | 58 | 1.5 | 5.9 | 2.5 | -1.4
COc1ccc(CC(=O)Nc2ccc3nc(C)sc3c2)cc1OC | i | 0.1 | 0.77 | 1501 | 1 | 10% | 3.2 | 1106 | 3.5 | 2.0 | 6.6 | 13 | 568 | i | 53 | 0.66 | -0.22 | 0.28 | -0.22
c1ccc(Oc2ccc(-c3ccnc4ncnn34)cc2)cc1 | i | 0.3 | 0.94 | 1387 | 1 | -9% | 1.0 | 1382 | 3.2 | 1.8 | 6.4 | -16 | 696 | i | 58 | 2.6 | -0.26 | 1.4 | -1.3
CCOC(=O)c1c(CN2CCCCC2)oc2ccc(O)cc12 | i | 0.2 | 1.1 | 781 | 1 | 20% | -2.5 | 1169 | 1.6 | 2.2 | 14 | -24 | 789 | i | 26 | -0.93 | 0.16 | -0.34 | 0.3
Cc1cc(N2CCC(C)CC2)nc2cccc(O)c12 | i | 1.1 | -1 | 1072 | 1.1 | 16% | 8.4 | 1168 | 2.8 | 3.3 | 2.0 | · | · | i | 34 | -1.4 | -0.26 | -0.8 | 1
COc1ccc(CCNC(=O)CSc2nc(O)c(CC(C)C)c(=O)[nH]2)cc1OC | i | 1.6 | 0.29 | 1243 | 1.1 | 3% | 0.9 | 1106 | 4.6 | 2.2 | 9.9 | · | · | i | 39 | -0.59 | -0.2 | 0.028 | 0.5
O=C(C(=O)N1CCc2ccccc2C1)N1CCc2ccccc2C1 | · | · | 0.17 | 1422 | 1.1 | 4% | -1.2 | 964 | 4.3 | 2.4 | 9.4 | -13 | 512 | i | 56 | -0.59 | -0.22 | -0.23 | 1.5
CCOn1c(=O)c(-c2ccc(OC)c(OC)c2)[n+]([O-])c2ccccc21 | i | 0.6 | · | · | 1.1 | 15% | · | · | 3.0 | 1.4 | 1.6 | · | · | i | 25 | -3.7* | 0.016* | -1.6* | 0.5*
CC(C)C(=O)Nc1ccc(N2CCN(c3ccc(F)cc3)CC2)cc1 | i | 0.0 | -0.22 | 1259 | 1.1 | -8% | 2.0 | 1107 | 3.3 | 2.5 | 6.0 | 10 | 707 | i | 13 | 0.075 | 0.19 | 0.42 | 0.32

An excerpt from above in order of the Myeloid diff MLP GFP+ MAC1+ % value, lowest first.
| SMILES | Myeloid diff MLP GFP+ MAC1+ % | TNAP activation fold | PMI inhibitors | MT stabilizer Hoechst-high % | T cell HTS | T cell HTS vesicle-bound % | Dynein cargo inh | Dynein cargo inh cytoplasmic EGFP | Dynein cargo inh nuclear GR-EGFP | Dynein cargo inh cell count |
| --- | --- | --- | --- | --- | --- | --- | --- | --- | --- | --- |
| COc1ccc(CC(=O)Nc2ccc3nc(C)sc3c2)cc1OC | 0.1 | 1 | 10% | 2.0 | i | 53 | 0.66 | -0.22 | 0.28 | -0.22 |
| c1ccc(Oc2ccc(-c3ccnc4ncnn34)cc2)cc1 | 0.3 | 1 | -9% | 1.8 | i | 58 | 2.6 | -0.26 | 1.4 | -1.3 |
| CC(C)(CO)NC(=S)NCc1ccco1 | 0.4 | · | · | · | i | 23 | 1.6 | -0.25 | 0.8 | -0.45 |
